# GDH-TPI inh = inhibits GDH-TPI coupling enzymes, artifact for Mtb FBA screen; GDH-TPI coupled enzyme counterscreen, NADH absorbance; AID 588335; inhibition, % at 4.8 µM; 360,000 tested, 1.2% active;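 note: 0% = DMSO wells and 100% = wells lacking the enzyme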
# UGM FP inh = blocks M. tuberculosis UGM enzyme; purified UGM, fluorescence polarization probe displacement; inhibition, % at 10 µM; 320,000 tested, 0.06% active; AID 504406; in the data active = inhibition above about 10%, passing the limit was not always enough; inconclusive = no clear call, values can overlap the other calls
# DUSP3 inh = blocks human VHR1 dual specificity phosphatase; P51452; recombinant VHR phosphatase, pNPP absorbance; inhibition, % at 13.3 µM; 290,000 tested, 0.52% active; AID 1654; in the data active = inhibition above about 50%; note: some compounds called inactive have numbers as strong as hits
# Target sequence (P51452 whole entry, looked up): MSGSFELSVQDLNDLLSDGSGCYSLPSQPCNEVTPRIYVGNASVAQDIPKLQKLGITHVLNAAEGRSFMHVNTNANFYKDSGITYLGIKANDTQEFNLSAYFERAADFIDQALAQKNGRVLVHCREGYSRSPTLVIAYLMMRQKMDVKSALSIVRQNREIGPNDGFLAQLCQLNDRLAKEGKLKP
# MazEF act = MazEF (E. coli) toxin RNase activation. P0AE70. FAM/BHQ RNA-DNA oligo cleavage fluorescence, 5 h. activation, % at 20 µM. 350,000 tested, 0.32% active. AID 504720; in the data active = activation above about 50%
# Target sequence (P0AE70 whole entry, looked up): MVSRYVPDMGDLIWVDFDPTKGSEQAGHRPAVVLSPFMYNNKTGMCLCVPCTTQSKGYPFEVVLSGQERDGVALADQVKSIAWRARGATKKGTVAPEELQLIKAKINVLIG
# FBA Mtb inh = Mtb fructose-bisphosphate aldolase inhibition | P9WQA3 | purified M. tuberculosis FBA, fluorescence read-out | inhibition, % at 1 µM | 360,000 tested, 2.3% active; in the data active = inhibition above about 27%;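 note: 0% = vehicle and 100% = reference inhibitor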
# Target sequence (P9WQA3 whole entry, looked up): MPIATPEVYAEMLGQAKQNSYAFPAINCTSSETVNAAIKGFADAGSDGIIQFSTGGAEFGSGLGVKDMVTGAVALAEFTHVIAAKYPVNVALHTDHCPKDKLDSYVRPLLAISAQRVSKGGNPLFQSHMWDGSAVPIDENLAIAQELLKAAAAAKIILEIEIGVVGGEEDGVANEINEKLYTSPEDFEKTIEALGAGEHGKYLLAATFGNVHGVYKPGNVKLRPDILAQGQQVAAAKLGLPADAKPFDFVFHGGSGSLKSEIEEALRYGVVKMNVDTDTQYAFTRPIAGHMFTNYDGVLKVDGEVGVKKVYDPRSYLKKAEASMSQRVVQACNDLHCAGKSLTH
# Rv3671c protease = inhibitors of M. tuberculosis serine protease Rv3671c | inhibition, % at 5.96 µM | 320,000 tested, 0.048% active | AID 2606; in the data active = inhibition above about 38%;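 note: extracellular domain of Rv3671c used as enzyme; 0% = enzyme with DMSO and 100% = no enzyme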
# Mtb BioA inh = blocks M. tuberculosis BioA enzyme activity | 360,000 tested, 0.096% active | purified M. tuberculosis BioA enzyme, plate reader | inhibition, % at 9.99 µM | AID 602481; in the data active = inhibition above about 40%; inconclusive = no clear call, values can overlap the other calls
# CCHF vOTU inh = blocks the CCHF virus ovarian tumor domain protease; CCHFV vOTU protease, Pep-AMC fluorescence; inhibition, % at 11.5 µM; 370,000 tested, 0.55% active; AID 651958; note: 0% = vehicle wells with enzyme and 100% = no enzyme wells
# FadD28 binding = M. tuberculosis FadD28 bisubstrate binding inhibition | FadD28 bisubstrate probe binding, fluorescence polarization | inhibition, % at 12.5 µM | 360,000 tested, 0.22% active | AID 588549; in the data active = inhibition above about 8.5%, passing the limit was not always enough; inconclusive = no clear call, values can overlap the other calls
# BoNT F protease = inhibitors of Botulinum neurotoxin F light chain protease. 360,000 tested, 0.22% active. inhibition, % at 10 µM. AID 588497. Multiplex microsphere protease cleavage assay, flow cytometry; in the data active = inhibition above about 35%, passing the limit was not always enough; inconclusive = no clear call, values can overlap the other calls; note: plate controls were buffer without enzyme for full effect and enzyme alone for no effect
# Active calls of the source: *; ? = inconclusive; . = not tested or not shown. Cut-off read from the data, not from the text of the source, unless noted: active = inhibition above about 30%; inactive = the rest. Random draw from the library; 4.9% or so of the library scored in one or more.
SMILES,GDH-TPI inh,UGM FP inh,DUSP3 inh,MazEF act,FBA Mtb inh,Rv3671c protease,Mtb BioA inh,CCHF vOTU inh,FadD28 binding,BoNT F protease
COc1ccc(C(=O)COC(=O)/C=C/c2ccc(S(=O)(=O)Nc3cccc(S(N)(=O)=O)c3)cc2)cc1,11,-0.3,-22,1,1,-31,.,6,0.9,-7
COc1ccc2nc(Cl)c(C=O)c(N3CCOCC3)c2c1,16,.,.,5,0,.,1.4,19,-0.7,-1
C(=N\Nc1ccccn1)/c1cccnc1,30,-2.1,8,13,-3,8,-0.3,1,-1.4,0
CC(/C=N/NC(=O)Cn1cnc2c1c(=O)n(C)c(=O)n2C)=C\c1ccco1,41*,1.3,6,-4,1,1,0.0,-2,-0.2,-3
O=C(CCCSc1nc2ccccc2[nH]1)NCc1ccco1,-10,-2.0,10,1,7,-3,2.8,10,-0.3,-14
C=CCNc1nnc(SC2CC(=O)N(c3ccc(OCCC)cc3)C2=O)s1 (centres undefined),9,-1.8,24,0,-3,2,-2.0,-5,-0.7,-3
CSc1ccc(C2C(C#N)=C(N)Oc3c2ccc(=O)c2c(C)oc(C)c32)cc1 (centres undefined),20,-0.8,10,42,0,-4,-8.8,14,4.7,-3
Cc1cc(C)cc(NC(=O)C2CCCC2)c1,2,-1.3,25,1,4,0,.,-4,-2.6,-3
O=C(Nc1ccccc1Cl)N1CCn2c(nc3ccccc32)C1,2,-3.0,0,2,2,-1,1.8,-3,-1.0,5
COC(=O)c1cn(NC(=O)C2CCCO2)c(=O)c2ccccc12 (centres undefined),1,-2.3,26,4,3,6,-1.5,5,-3.2,-7
Cc1ccc(NC2CCCN(C(=O)c3cc4ncccn4n3)C2)cc1C (centres undefined),-1,-5.2,-2,9,0,9,-1.3,20,-1.3,1
COc1cccc(CNc2nc3cc(-c4cccc(Cl)c4)sc3c(=O)n2C)c1OC,5,.,.,.,0,.,-0.2,2,-0.3,-5
CN1CCc2c(sc(NC(=O)c3ccc(S(=O)(=O)N4CCCC4)cc3)c2C(N)=O)C1,-2,0.6,2,-19,-17,-3,-1.3,-2,-0.9,6
CCOc1cc(Br)cc(/C=N/NC(=O)c2cccnc2)c1O,10,0.3,5,-22,-2,7,3.7,-3,-2.5,-13
O=C(NCCCN1CCCC1=O)C1CCN(S(=O)(=O)N2CCOCC2)CC1,14,.,-9,-1,4,.,-2.0,-3,-0.3,-10
O=C(Nc1ccc(F)cc1)C1CCCN(C2=NS(=O)(=O)c3ccccc32)C1 (centres undefined),-2,-1.0,.,4,-3,-7,2.0,-6,-2.8,3
CCOC(=O)CCc1c(C)c(C#N)c2nc3ccccc3n2c1-n1cnc2ccccc21,10,2.6,24,3,-3,-8,-3.5,-1,1.6,3
CN[C@@H](C)C(=O)NC[C@H]1O[C@@H](n2cnc3c(N)ncnc32)[C@H](O)[C@@H]1O,3,.,.,7,-2,.,1.5,1,-2.8,-3
COC(=O)c1c(C(=O)OC)c(-c2ccc(C)cc2)n2c1CS(=O)(=O)C2,-7,-2.0,23,9,-1,-2,1.1,-9,-1.5,-7
CNC(=S)NNC(=O)Cn1ccc(C)n1,8,3.4,7,-5,2,-2,-0.5,-14,-0.5,3
Cc1ccc2c(c1)N(CC(=O)NCc1cccs1)C(=O)CO2,3,0.5,10,4,0,5,-1.9,4,-3.5,-7
CCOC(=O)c1ccc(N=Cc2nc3ccccc3n2C)cc1,-1,-2.0,12,-6,2,0,-1.8,-12,-1.8,-5
O/N=C(\c1ccccc1)c1nccc2ccccc12,4,0.3,13,6,0,-3,1.8,23,0.1,0
COc1ccc(Cl)cc1-c1n[nH]c(=S)n1Cc1ccccc1,7,-0.1,-4,-2,0,-3,-0.9,-5,0.2,?

# Individual results from the results shown:
# Value of Cc1ccc2c(c1)N(CC(=O)NCc1cccs1)C(=O)CO2 under UGM FP inh: 0.5
# Value of CN1CCc2c(sc(NC(=O)c3ccc(S(=O)(=O)N4CCCC4)cc3)c2C(N)=O)C1 under FBA Mtb inh: -17
# Value of COC(=O)c1c(C(=O)OC)c(-c2ccc(C)cc2)n2c1CS(=O)(=O)C2 under FBA Mtb inh: -1
# Value of O/N=C(\c1ccccc1)c1nccc2ccccc12 under DUSP3 inh: 13
# Value of CNC(=S)NNC(=O)Cn1ccc(C)n1 under Mtb BioA inh: -0.5

# Additional structures
SMILES,GDH-TPI inh,UGM FP inh,DUSP3 inh,MazEF act,FBA Mtb inh,Rv3671c protease,Mtb BioA inh,CCHF vOTU inh,FadD28 binding,BoNT F protease
COC(=O)C1=C(c2ccc(-c3ccccc3)c(F)c2)C[C@@H]2CC[C@H]1N2C(=O)NC1CC1,2,0.1,.,1,-1,-5,-0.4,20,-6.2,-6
O=C(CSc1ccccc1F)NC1CCS(=O)(=O)C1 (centres undefined),3,-0.4,14,6,2,-1,0.0,21,-0.8,-6
CC1CN(CCCOc2ccccc2-c2ccccc2)CC(C)O1 (centres undefined),-1,.,11,3,-1,5,.,-14,-1.1,-1
Cc1ccc(-c2noc(CSc3nnnn3C3CCCCC3)n2)cc1,4,3.3,4,0,-2,1,2.4,8,-4.3,-4
Nc1nc(SCc2ccc(F)cc2)n[nH]1,1,2.3,14,4,1,-9,-1.5,4,-3.3,8
Cn1c(N)c(C(=O)COC(=O)c2ccc(Cl)c(S(=O)(=O)N3CCCCC3)c2)c(=O)n(C)c1=O,9,1.2,8,-17,3,6,2.2,2,-2.6,-11
N#Cc1cn(OCc2ccccc2)c(=O)[nH]c1=O,2,1.1,2,6,1,-10,-1.4,3,-0.6,6
Cc1c(C(=O)N2CC3(CC(c4cccc(NC(=O)CC(c5ccccc5)c5ccccc5)c4)=NO3)C[C@@H]2C(N)=O)cc([N+](=O)[O-])cc1[N+](=O)[O-] (some centres undefined),12,1.2,0,2,-1,-48,-1.8,13,-3.0,-9
Cc1nnc(SC(C)C(=O)Nc2sc3c(c2C#N)CCCC3)[nH]c1=O (centres undefined),-4,1.4,26,-3,0,-12,0.6,2,-1.6,-16
CN(C)S(=O)(=O)c1cccc(NC(=O)c2ccc(-n3cncn3)c([N+](=O)[O-])c2)c1,3,-4.1,.,6,-2,1,0.8,1,-0.5,5
CSc1cccc(NC(N)=S)c1,-2,-0.3,28,8,1,8,-0.6,4,-1.9,?
CCOC(=O)c1c2c(n(-c3ccc(OC)cc3)c1C)C(=O)C(=O)c1ccccc1-2,11,.,.,8,-7,.,.,.,-0.6,7

# Looked up by structure from above (2):
SMILES,GDH-TPI inh,UGM FP inh,DUSP3 inh,MazEF act,FBA Mtb inh,Rv3671c protease,Mtb BioA inh,CCHF vOTU inh,FadD28 binding,BoNT F protease
Cn1c(N)c(C(=O)COC(=O)c2ccc(Cl)c(S(=O)(=O)N3CCCCC3)c2)c(=O)n(C)c1=O,9,1.2,8,-17,3,6,2.2,2,-2.6,-11
CN(C)S(=O)(=O)c1cccc(NC(=O)c2ccc(-n3cncn3)c([N+](=O)[O-])c2)c1,3,-4.1,.,6,-2,1,0.8,1,-0.5,5

# Entries of single compounds from above. Values in the order: GDH-TPI inh | UGM FP inh | DUSP3 inh | MazEF act | FBA Mtb inh | Rv3671c protease | Mtb BioA inh | CCHF vOTU inh | FadD28 binding | BoNT F protease
# COC(=O)C1=C(c2ccc(-c3ccccc3)c(F)c2)C[C@@H]2CC[C@H]1N2C(=O)NC1CC1 as listed: 2 | 0.1 | . | 1 | -1 | -5 | -0.4 | 20 | -6.2 | -6
# CN(C)S(=O)(=O)c1cccc(NC(=O)c2ccc(-n3cncn3)c([N+](=O)[O-])c2)c1 as listed: 3 | -4.1 | . | 6 | -2 | 1 | 0.8 | 1 | -0.5 | 5
# Nc1nc(SCc2ccc(F)cc2)n[nH]1 as listed: 1 | 2.3 | 14 | 4 | 1 | -9 | -1.5 | 4 | -3.3 | 8
# Cc1nnc(SC(C)C(=O)Nc2sc3c(c2C#N)CCCC3)[nH]c1=O (centres undefined) as listed: -4 | 1.4 | 26 | -3 | 0 | -12 | 0.6 | 2 | -1.6 | -16
# O=C(CSc1ccccc1F)NC1CCS(=O)(=O)C1 (centres undefined) as listed: 3 | -0.4 | 14 | 6 | 2 | -1 | 0.0 | 21 | -0.8 | -6

# The list continues.
SMILES,GDH-TPI inh,UGM FP inh,DUSP3 inh,MazEF act,FBA Mtb inh,Rv3671c protease,Mtb BioA inh,CCHF vOTU inh,FadD28 binding,BoNT F protease
CCOC(=O)C1CCN(C(=O)Cn2cc(C(=O)C3CC3)c3ccccc32)CC1,5,0.9,4,3,-1,-1,0.0,-6,-2.6,4
C=CCn1c(NCc2ccccc2)nc2ccccc21,8,-0.9,31,-4,-6,-2,-0.9,12,0.4,3
CCNC(=O)CCSc1nc2cc(Cl)ccc2o1,-3,-0.5,0,1,3,2,0.0,6,-1.9,-12
Cc1noc(C)c1CN1C(=O)NC2(CCCCCCC2)C1=O,3,0.0,29,12,-1,-3,-2.0,-2,-2.7,?
O=C(NCCN1C(=O)S/C(=C\c2ccccc2F)C1=O)C1CCN(S(=O)(=O)c2cccs2)CC1,17,-1.6,8,2,-1,-15,-0.7,-7,-2.9,2
CN(C)C(CNC(=O)c1ccc(NS(=O)(=O)c2cccc([N+](=O)[O-])c2)cc1)c1ccco1 (centres undefined),3,-1.0,16,2,-2,3,0.5,13,-1.8,-3
O=C(CN1CCN(Cc2cccc(F)c2)CC1)NCc1ccccc1,-10,2.5,25,2,3,-9,0.4,-9,0.7,-32
O=c1[nH]nc(N=Nc2c(O)[nH]c3ccc(F)cc23)c(=O)[nH]1,8,.,.,-8,-2,.,-1.0,-4,0.0,-4
O=C(Cn1cc(C(=O)c2cccs2)c2ccccc21)NCC1CCCO1 (centres undefined),9,0.6,-1,2,-1,6,1.1,16,-6.0,0
CC(C)CC1NC(=O)N(CC(=O)Nc2ccc3c(c2)OCCO3)C1=O (centres undefined),9,2.7,.,6,0,-2,0.5,19,-3.4,-9
O=C(NN1CCCCC1)c1ccc(COc2ccc(Cl)cc2)cc1,10,2.0,16,-59,-7,0,.,-3,-1.1,-4
CN(C)CCOC(=O)C12CC3(C)CC(C)(CC(C)(C3)C1)C2,13,0.4,52*,-13,2,2,-4.1,-8,-0.3,4
Cc1cccc(C(=O)NCC(=O)OCc2nc(N)nc(Nc3ccccc3C)n2)c1,14,0.3,.,4,0,1,0.4,12,?,-10

# Assay outcomes: PubChem BioAssay, several laboratories
